hIAP activ – human IAP activators, primary screen, biochemical, luminescence, uHTS; Intestinal-type alkaline phosphatase (Homo sapiens), P09923; AID 2524, 2010; actives 0.16% (n = 330,000); activation factor at 10 µM; purified human IAP, CDP-Star luminescence, 30 min; stronger effect = higher value; 1 = vehicle-only enzyme, 0 = enzyme-free background;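 active means activation factor of the enzyme at least 2-fold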; further: the source names both 10 and 20 µM as test concentration; values of inactives mirror those of a sister screen read the other way
Target sequence (P09923 whole entry, looked up): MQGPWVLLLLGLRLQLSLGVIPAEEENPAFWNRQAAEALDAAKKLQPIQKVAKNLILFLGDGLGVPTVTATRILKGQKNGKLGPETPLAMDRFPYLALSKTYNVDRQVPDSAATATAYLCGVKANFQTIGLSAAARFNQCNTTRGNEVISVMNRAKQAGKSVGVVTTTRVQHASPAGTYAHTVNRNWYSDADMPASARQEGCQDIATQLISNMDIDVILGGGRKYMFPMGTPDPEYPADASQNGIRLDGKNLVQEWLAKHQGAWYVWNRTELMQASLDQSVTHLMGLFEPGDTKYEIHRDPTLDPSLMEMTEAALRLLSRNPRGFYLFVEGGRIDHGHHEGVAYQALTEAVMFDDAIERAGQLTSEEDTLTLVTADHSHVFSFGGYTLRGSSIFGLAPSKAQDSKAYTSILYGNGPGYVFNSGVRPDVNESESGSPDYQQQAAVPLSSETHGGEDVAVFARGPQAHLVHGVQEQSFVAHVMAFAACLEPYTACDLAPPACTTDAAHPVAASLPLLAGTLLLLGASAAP
ATG4B inh – ATG4B protease inhibitors, primary screen, biochemical, fluorescence, uHTS; AID 504462, 2011; ATG4B cleavage of LC3-PLA2, NBD-HPC fluorescence, 1 h; Cysteine protease ATG4B (Homo sapiens), Q9Y4P1; actives 0.51% (n = 340,000); inhibition, % at 8.33 µM; in the data active means inhibition above about 40%
Target sequence (Q9Y4P1 whole entry, looked up): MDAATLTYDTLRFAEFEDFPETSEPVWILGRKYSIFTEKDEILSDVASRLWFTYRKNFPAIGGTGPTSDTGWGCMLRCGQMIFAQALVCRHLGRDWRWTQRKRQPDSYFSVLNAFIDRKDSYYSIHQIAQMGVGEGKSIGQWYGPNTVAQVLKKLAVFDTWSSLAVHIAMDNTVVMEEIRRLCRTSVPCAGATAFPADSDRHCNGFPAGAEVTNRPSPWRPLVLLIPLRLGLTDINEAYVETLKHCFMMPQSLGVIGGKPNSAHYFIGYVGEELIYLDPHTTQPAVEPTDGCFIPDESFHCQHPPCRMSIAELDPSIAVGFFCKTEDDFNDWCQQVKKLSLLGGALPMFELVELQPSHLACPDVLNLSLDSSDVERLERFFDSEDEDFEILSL
hIAP block – human IAP inhibitors, primary screen, biochemical, luminescence, uHTS; purified IAP, CDP-Star luminescence, 30 min; inhibition, % at 10 µM; Intestinal-type alkaline phosphatase (Homo sapiens), P09923; actives 0.12% (n = 330,000);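 active means inhibition reaching a set limit with compound at 10 µM in the primary screen, cut at about 35% in these data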;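 further: plate controls were DMSO wells with enzyme for no effect and no-enzyme buffer wells for full effect; values of inactives mirror those of a sister screen read the other way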
NALP3 yeast inh – NALP3 inflammasome inhibitors in reconstituted yeast, primary screen, luminescence, uHTS. Yeast reconstituted NLRP3/ASC/caspase-1, beta-gal luminescence, 24 h. inhibition, % at 10 µM. actives 0.39% (n = 330,000);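 active means inhibition of 50% or more; inactive means inhibition below 50%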;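 further: plate controls were induced DMSO wells for no effect and uninduced yeast grown without galactose for full effect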
mIAP act – activators of mouse IAP, primary screen, biochemical, luminescence, uHTS; actives 0.24% (n = 330,000); activation factor at 10 µM; muIAP, CDP-Star luminescence, 30 min; stronger effect = higher value; 1 = vehicle-only enzyme signal, 0 = enzyme-free wells; intestinal alkaline phosphatase [Mus musculus];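 active means activation factor of at least 2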; further: the source names both 10 and 20 µM as test concentration; values of inactives mirror those of a sister screen read the other way
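System: mouse IAP enzyme. Reagent: CDP-Star chemiluminescent phosphatase substrate. Benchmarks: DMSO wells, no-enzyme wells. Times: 30 min enzyme-substrate-compound incubation at room temperature. Detection: luminescence from enzymatic CDP-Star hydrolysis. Doses: test compounds delivered from DMSO solution.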
Apaf1 inhib – inhibitors of human Apaf-1 apoptosome, primary screen, biochemical, DEVD-Rh110 fluorescence, uHTS; actives 0.71% (n = 330,000); reconstituted apoptosome caspase-3 activity; AID 489030, 2010; inhibition, % at 20 µM; Apoptotic protease-activating factor 1 (Homo sapiens), O14727; active means inhibition of at least 40% at 20 µM;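 further: plate controls were DMSO wells for no effect and DEVD-CHO caspase inhibitor wells for full effect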
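Material: reconstituted apoptosome with Apaf-1, cytochrome c, caspase-9, procaspase-3, dATP. Technique: Rh110 fluorescence intensity. Buffer or medium: pH 7.5 Hepes buffer with CHAPS, BSA, DTT. Times: 30 min plus 50 min, RT.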
TIM10 inh – growth inhibitors of isogenic TIM10 control yeast, primary screen, counter-screen for tim10-1 yeast inhibitor project, luminescence, uHTS; S. cerevisiae TIM10 strain growth, BacTiter-Glo luminescence, 24 h; inhibition, % at 10 µM; actives 1.4% (n = 330,000);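 active means inhibition of 40% or more at the single tested concentration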;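 further: wild-type TIM10 isogenic control strain grown at permissive 25 °C; 0% = DMSO yeast wells and 100% = minimal medium wells without yeast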
tim10-1 inh – growth inhibitors of tim10-1 mutant yeast, primary screen, luminescence, uHTS; S. cerevisiae tim10-1 ts strain growth, BacTiter-Glo, 24 h; inhibition, % at 20 µM; actives 2.2% (n = 330,000);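 active means inhibition of at least 40%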;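 further: mutant grown at 25 °C; 0% = DMSO wells with yeast and 100% = wells holding no yeast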
mIAP inh – inhibitors of mouse IAP, primary screen, biochemical, luminescence, uHTS; inhibition, % at 10 µM; actives 0.2% (n = 330,000); purified mouse IAP, CDP-Star luminescence, 30 min; intestinal alkaline phosphatase [Mus musculus];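 active means inhibition of at least 40% at 10 µM in the primary screen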;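 further: plate controls were DMSO with enzyme for no effect and no enzyme wells for full effect; values of inactives mirror those of a sister screen read the other way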
* = called active by the depositor.

SMILES	hIAP activ	ATG4B inh	hIAP block	NALP3 yeast inh	mIAP act	Apaf1 inhib	TIM10 inh	tim10-1 inh	mIAP inh
COc1ccc(CN(C)CC(=O)Nc2ccccc2C(F)(F)F)cc1	0.93	5	7	1	1	16	-6	-7	0
Cc1n[nH]c(C)c1N1C(=O)c2cccc3c(Br)ccc(c23)C1=O	1.2	-7	-18	-10	0.93	-3	11	19	7
Cc1ccc2[nH]c(C(=O)N3CCN(c4cccc(Cl)c4)CC3)cc2c1	0.73	7	27	8	1.1	34	1	30	-8
CN(CC(=O)NCc1ccccn1)S(=O)(=O)c1ccc(Br)cc1	1	0	-1	6	1.1	0	11	4	-7
CCN(CC)S(=O)(=O)c1ccc(C(=O)NNc2nc(-c3ccccc3)c3cc(Br)ccc3n2)cc1	1.2	6	-23	8	1	26	5	6	-2
CC(c1ccccc1)C(NC(=O)OCC1c2ccccc2-c2ccccc21)C(=O)O (centres undefined)	1.1	28	-6	-6	1	10	11	14	-1
COc1ccc(Cl)cc1C(=O)OCC(=O)NCCNC(=O)COC(=O)c1cc(Cl)ccc1OC	1.2	-10	-21	21	0.96	-9	13	11	4
CC12CC3CC(C)(C1)CC(C(=O)Nc1nncs1)(C3)C2	0.9	4	10	14	0.97	-12	16	26	3
CSc1ccc(Cl)c(C(=O)NNC(=O)c2cccs2)c1	1	-3	-1	4	1	15	-7	-21	-1
O=C(COc1ccc2c3c(c(=O)oc2c1)CCC3)NCC1CCC(C(=O)O)CC1 (centres undefined)	1.2	1	-22	13	1	2	0	-3	-3
Cc1ccc(NC(=O)NC(=O)CN2C(=O)NC3(CCc4ccccc43)C2=O)c(C)c1 (centres undefined)	1.1	-12	-13	9	1.1	29	5	17	-8
O=C(C1=C[C@@H](c2ccc(Br)cc2)C[C@@H](OCCCCO)O1)N1CCOCC1	1.1	-11	-8	6	0.94	1	-4	0	6
O=C(CN1C(=O)NC2(CCCCCC2)C1=O)NCc1ccc(Cl)cc1	1	1	0	6	1	-3	2	6	-2
C[C@H](NC(=O)c1nc[nH]c1C(=O)N1CCN(C(=O)OC(C)(C)C)CC1)c1ccccc1	1.3	2	-31	-2	0.94	8	4	10	6
OC(CN1CCN(c2ccccc2)CC1)c1ccc2c(c1)CCN2 (centres undefined)	0.86	-8	14	-7	1.1	-460	3	7	-11
COc1ccc(OC)c(NC(=O)CSc2nnc(C3CCCCC3)n2N)c1	1.1	-6	-7	11	0.93	7	-2	-4	7
COc1cccc(CNC(=O)CCNC(=O)c2ccco2)c1	1.2	3	-15	9	0.93	1	4	4	7
COc1cc(/C=C/C(=O)NC(C)(C)C)ccc1OCc1ccccc1	1	3	-2	8	1	17	-3	18	-4
NS(=O)(=O)c1ccc(NC(=O)COC(=O)CCCN2C(=O)c3cccc4cccc(c34)C2=O)cc1	0.92	-34	8	15	0.99	-2	6	9	1
O=C(O)/C=C\C(=O)O	0.97	-10	3	27	1	-13	4	3	-4
CN1C[N+]([O-])=C(c2ccccc2)C1(C)C	0.88	-4	12	16	0.89	-16	9	-2	11
COCCN(C(=O)Nc1ccccc1)c1ccccc1	0.94	1	6	26	0.94	-1	2	-11	6
FC(F)(F)c1ccc(C2[C@H]3CN(CC4CCCCC4)[C@H](c4ccccc4)C34CC2(c2cccnc2)C4)cc1 (some centres undefined)	0.89	-4	11	3	0.92	14	25	28	8
O=[N+]([O-])c1cc(S(=O)(=O)N2CCCC2)ccc1N/N=C/c1cccs1	0.91	-9	9	-4	0.81	-2	10	17	19
O=C(CN1CCN(S(=O)(=O)c2cccc(Cl)c2)CC1)NCC1(N2CCOCC2)CCCCC1	0.95	-5	5	14	1.1	2	5	14	-7

(listing goes on)
SMILES	hIAP activ	ATG4B inh	hIAP block	NALP3 yeast inh	mIAP act	Apaf1 inhib	TIM10 inh	tim10-1 inh	mIAP inh
Cc1ccc(/C=C2\SC(=O)N(CCNC(=O)C3CSC4(C)CCC(=O)N34)C2=O)cc1 (centres undefined)	0.96	-4	4	18	0.94	0	14	18	6
Cc1oc(C(=O)O)cc1CSCc1cc(C(=O)O)c(C)o1	0.93	-12	7	13	0.96	2	4	1	4
COc1cc(/C=C/C(=O)O)cc(S(=O)(=O)N(CC(C)C)CC(C)C)c1OC	1	1	0	10	1	4	-4	20	-4
CCC(C)c1ccc(-n2c(=O)c3ccccc3n3c(=S)[nH]nc23)cc1 (centres undefined)	1	3	0	13	0.94	-3	-9	2	6
O=[N+]([O-])c1ccc(OCC(O)CN2CCN(c3ccccc3F)CC2)cc1 (centres undefined)	1	-4	-3	23	0.92	6	-97	-50	8
COc1ccc(/C=N/NC(=O)COc2cccc3ccccc23)c(C(=O)O)c1OC	1	-6	-4	4	0.97	-4	13	1	3
COc1ccccc1C(=O)Nc1ccc2c(c1)nc1n2CCSC1	1.1	-29	-6	3	0.92	-1	26	4	8
COc1ccc(C(=O)NC(=S)NNC(=O)CNC(=O)C2CCCCC2)cc1	1.5	2	-45	10	0.74	0	16	27	26
Cc1ccc(C(=O)O/N=C/c2c(C)nn(C)c2Cl)cc1	0.98	-1	2	39	1	4	16	7	-3
Cc1c(C(=O)N2CCN(c3ccccc3F)CC2)sc2nc(-c3ccccc3)cn12	1.1	-3	-8	31	0.92	18	54*	54*	8
O=C(O)Cc1ccc(NC(=O)Cc2ccc3ccccc3c2)cc1	0.97	-1	3	5	0.94	1	2	-11	6
CC(C)N1CCc2c(sc(NC(=O)c3ccc(S(=O)(=O)N4CCOCC4)cc3)c2C(N)=O)C1	0.92	-2	8	13	0.98	-9	-7	-7	2
COC(CN(C)C(=O)C1CCCN(S(=O)(=O)c2ccc3c(c2)oc(=O)n3C)C1)OC (centres undefined)	0.97	3	3	-9	1	7	3	-12	-2
Cc1csc(-c2cnn(-c3ccccc3)c2NC(=O)c2cccc(F)c2)n1	0.97	15	3	-6	1.1	3	20	29	-6
O=c1c2[nH]cnc2n(-c2ccc(F)cc2)c(=O)n1Cc1ccccc1	0.94	-5	6	29	0.89	-6	-1	1	12
CC(=O)Nc1ccc(N(C(=O)CNC(=O)c2cccs2)C(C(=O)NCC2CCCO2)c2ccccc2)cc1 (centres undefined)	0.93	-11	7	18	1	4	-11	14	-3
N#CCN1CCCC(C(N)=O)C1 (centres undefined)	1.1	-9	-13	25	1.1	-6	-10	6	-5
Cc1[nH]c(=S)sc1Cc1ccc(F)cc1	0.97	40*	3	9	0.85	-2	29	24	15
CCCCN(CCCC)CCn1cnc2c([nH]c3ccc(OC)cc32)c1=O	0.91	-8	9	12	0.99	23	3	17	1
CC(C)c1ccc(NC(=O)c2snc3ccc(Cl)cc23)cc1	0.98	-1	2	28	0.81	1	25	30	18
Cc1ccc(Nc2c(-c3ccc(N4CCOCC4)cc3)nc3cnccn23)cc1	1.1	6	-9	-5	1.2	-5	-2	4	-18
COc1cc(-c2nnc(NC(=O)CS(=O)(=O)c3ccc(C)cc3)o2)cc(OC)c1OC	1	-2	-2	28	0.91	-4	-8	7	9
Cc1nonc1OCCn1nnnc1N	0.87	12	13	-4	1.1	-9	-5	5	-7
O=C(CCN1C(=O)COc2ccccc21)NCCN1CCc2ccccc2C1	0.99	-20	1	1	1.1	-7	-17	2	-10
COc1ccc(NC(=O)c2cnn3c(C(F)(F)F)cc(-c4ccco4)nc23)cc1OC	1.1	3	-14	7	0.89	-21	1	-2	11

(further entries)
SMILES	hIAP activ	ATG4B inh	hIAP block	NALP3 yeast inh	mIAP act	Apaf1 inhib	TIM10 inh	tim10-1 inh	mIAP inh
O=C(Cn1nnc(-c2ccccc2)n1)N1CCN(c2ccc(F)cc2)CC1	1	4	-1	6	1.1	3	-19	13	-12
COc1ccc(N=C(NN)c2ccc3ccccc3n2)cc1	0.99	-6	1	5	0.99	16	1	-1	1
CCOc1ccc(N2C(=O)C3C(c4ccc(OC)cc4OC)NC(CCSC)(C(=O)OC)C3C2=O)cc1 (centres undefined)	0.91	-6	10	14	1.1	2	14	20	-5
COC(=O)c1ccc(CN2CCC(CO)(CCOc3ccccc3)CC2)cc1	0.98	-5	2	15	1	1	-46	-33	-1
Cc1ccc(S(=O)(=O)N2CCOCC2)cc1C(=O)OC(C)C(=O)NC1CCCC1 (centres undefined)	0.82	-4	18	11	1	-2	4	7	-3
CCNC(=S)NNC(=O)CCn1cc(C)cn1	1.5	36	-45	21	0.9	-15	15	1	10
COc1c(C)cc(Br)cc1C(=O)Nc1ccccc1C	1	7	-3	27	0.99	6	3	-7	1
CCCCCCc1ccc(OCC(=O)O)cc1OCC(=O)O	0.91	-1	9	7	1.1	15	1	1	-10
Cn1c(N)c(C(=O)COC(=O)CCC(=O)c2cccs2)c(=O)n(C)c1=O	1.2	-1	-18	5	1.1	14	-8	4	-11
CCCCC1(COC(=O)CCC(=O)O)C(=O)N(c2ccccc2)N(c2ccccc2)C1=O	0.94	6	6	14	0.91	-11	16	1	9
Cc1ccc(NS(=O)(=O)c2ccc(CCC(=O)NCCO)cc2)cc1	0.87	-2	13	11	0.96	-2	-12	17	4
CN(C)CCCNc1nc(-c2ccc(Cl)cc2)nc2ccccc12	0.76	4	24	8	0.95	9	11	33	5
COc1ccc(CN2C(=NC(=O)COc3ccccc3)SC3CS(=O)(=O)CC32)cc1 (centres undefined)	1.1	6	-10	11	1.1	28	-6	4	-9
Cn1c(-c2ccc3c(c2)OCO3)cnc1NCc1ccc(Cl)cc1	0.93	-5	7	-2	0.91	11	5	-27	9
O=C(NCC(c1cccs1)N1CCOCC1)c1ccccc1NS(=O)(=O)c1ccc(Br)cc1 (centres undefined)	0.86	-5	14	3	0.93	11	22	19	7
Cc1ccc(S(=O)(=O)Nc2ccc(NC(=O)Nc3ccc(F)cc3F)cc2)cc1	1	-7	-5	9	1.4	-1	6	6	-43
COc1cc(OC)cc(C(=O)NCC2CCCN(C(=O)c3csc(C)n3)C2)c1 (centres undefined)	1.1	-4	-11	7	1	-5	6	6	-4
CCN(CC)CCN1C(=O)C2C(C(=O)Nc3cccc(SC)c3)C3C=CC2(O3)C1C(=O)NC1CCCC(C)C1C (centres undefined)	1.4	-3	-40	5	1.1	5	-5	3	-7
CCOC(=O)c1c(C)c(C(=O)NCc2ccccn2)c(C)n1CC	0.78	-5	22	10	0.93	-7	-4	15	7

A draw from above in order of formula weight, low to high:
SMILES	hIAP activ	ATG4B inh	hIAP block	NALP3 yeast inh	mIAP act	Apaf1 inhib	TIM10 inh	tim10-1 inh	mIAP inh
Cn1c(N)c(C(=O)COC(=O)CCC(=O)c2cccs2)c(=O)n(C)c1=O	1.2	-1	-18	5	1.1	14	-8	4	-11
COc1cc(OC)cc(C(=O)NCC2CCCN(C(=O)c3csc(C)n3)C2)c1 (centres undefined)	1.1	-4	-11	7	1	-5	6	6	-4
Cc1ccc(S(=O)(=O)Nc2ccc(NC(=O)Nc3ccc(F)cc3F)cc2)cc1	1	-7	-5	9	1.4	-1	6	6	-43
COc1ccc(CN2C(=NC(=O)COc3ccccc3)SC3CS(=O)(=O)CC32)cc1 (centres undefined)	1.1	6	-10	11	1.1	28	-6	4	-9

Assay outcomes as filed in PubChem BioAssay.

The order is random; any-hit rate near 4.5%.
